Cneo AK release – Cryptococcus neoformans lysis via adenylate kinase release; lysis activity, % at 15 µM; C. neoformans lysis, adenylate kinase release luminescence, 4 h; normalised: neutral wells 0, clomiphene wells 100; 360,000 compounds, 0.2% hits; AID 651654;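 active = mean lysis activity across replicates of at least 80%, whatever share of replicates individually reach that level; inactive = mean lysis activity below 80%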
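Material – Cryptococcus neoformans yeast cells · Quantity – 5 × 10^6 yeast cells/mL · Buffer or medium – YPD medium · Compound – single dose · Timing – 4 h static compound exposure, 37 °C, read 1 h post-reagent · Signal – adenylate kinase release luminescence · Read-out basis – lysis from increased AK signal · Benchmarks – Clomiphene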
PGC1a acetyl inh – modulators of PGC1a acetylation. U2OS PGC1a acetylation, AlphaScreen anti-acetyl-lysine; with virally co-expressed GCN5 acetyltransferase. inhibition, % at 15.6 µM. 350,000 compounds, 0.17% hits;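 active = every replicate shows inhibition of at least 40%; inconclusive = mean inhibition at least 40% but some replicate below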;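 also: 0% = neutral control wells and 100% = positive control wells; some results beyond the cut were filed as inactive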
miR122 inh – miR-122 inhibition in Huh7 cells; activation (reporter increase), % at 12.5 µM; 340,000 compounds, 0.3% hits; Huh7 miR-122 Renilla luciferase sensor, 48 h; neutral wells = 0, positive control = 100;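 active = mean replicate activation score at least 90 and every replicate individually at or above 90; inconclusive = only one of the two criteria met; inactive = neither criterion met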;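 also: higher luciferase means less miR-122 activity so hits act as miR-122 inhibitors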
* = called active by the depositor; ? = inconclusive. An excerpt; count on the stated rates, not on these rows.

The opening 6 records as a preview:
SMILES	Cneo AK release	PGC1a acetyl inh	miR122 inh
Cc1ccc(-c2nc(C3CCN(S(C)(=O)=O)CC3)no2)cc1	3	7	0
COCCCN1C(=O)c2ccc(C(=O)Nc3cccc(OC)c3)cc2C1=O	-1	2	0
O=C(Cn1nc(-c2ccccc2)c2ccccc2c1=O)Nc1ccccn1	-3	-9	-4
Cc1cc(C)cc(NC(=O)c2nnn(Cc3cc(C)ccc3C)c2N)c1	-2	-12	-4
CC1=CCC(C(=O)O)(C(=O)N/N=C/c2cccs2)C(c2ccc(F)cc2)C1 (stereo not drawn)	3	1	1
CCCCC(=O)Nc1sc(C(=O)N(CC)CC)c(C)c1C(=O)OC	0	-20	-2

Main list (from the top)
SMILES	Cneo AK release	PGC1a acetyl inh	miR122 inh
Cc1ccc(-c2nc(C3CCN(S(C)(=O)=O)CC3)no2)cc1	3	7	0
COCCCN1C(=O)c2ccc(C(=O)Nc3cccc(OC)c3)cc2C1=O	-1	2	0
O=C(Cn1nc(-c2ccccc2)c2ccccc2c1=O)Nc1ccccn1	-3	-9	-4
Cc1cc(C)cc(NC(=O)c2nnn(Cc3cc(C)ccc3C)c2N)c1	-2	-12	-4
CC1=CCC(C(=O)O)(C(=O)N/N=C/c2cccs2)C(c2ccc(F)cc2)C1 (stereo not drawn)	3	1	1
CCCCC(=O)Nc1sc(C(=O)N(CC)CC)c(C)c1C(=O)OC	0	-20	-2
Cc1cccc2c1N1C(=O)c3c(C(=O)O)cccc3C1CC2C (stereo not drawn)	-1	6	1
COc1ccccc1NS(=O)(=O)c1ccc2oc(SC3CCOC3=O)nc2c1 (stereo not drawn)	-1	-5	0
Cc1ccc(SC(C)C(=O)Nc2cccc(N(C)S(C)(=O)=O)c2)cc1 (stereo not drawn)	2	-12	-7
CCCCc1ccc(S(=O)(=O)NCCc2ccncc2)cc1	1	-14	-18
Cc1ccc(-c2cnc(-c3ccncc3)o2)cc1	-9	9	3
CC(C)c1ccc(OCC(O)Cn2cnc3ccccc32)cc1 (stereo not drawn)	1	-10	13
CN1/C(=C\C(=O)C(F)F)C(C)(C)c2ccccc21	-1	3	-8
CCOc1cc(C(=O)Nc2ccon2)cc(OCC)c1OCC	9	-16	29
CC(=O)c1ccc(NC(=O)c2ccc(NC(=O)c3ccco3)cc2)cc1	12	-12	-6

Filtered by structure, the compounds so far containing sulfur (six)
SMILES	Cneo AK release	PGC1a acetyl inh	miR122 inh
Cc1ccc(-c2nc(C3CCN(S(C)(=O)=O)CC3)no2)cc1	3	7	0
CC1=CCC(C(=O)O)(C(=O)N/N=C/c2cccs2)C(c2ccc(F)cc2)C1 (stereo not drawn)	3	1	1
CCCCC(=O)Nc1sc(C(=O)N(CC)CC)c(C)c1C(=O)OC	0	-20	-2
COc1ccccc1NS(=O)(=O)c1ccc2oc(SC3CCOC3=O)nc2c1 (stereo not drawn)	-1	-5	0
Cc1ccc(SC(C)C(=O)Nc2cccc(N(C)S(C)(=O)=O)c2)cc1 (stereo not drawn)	2	-12	-7
CCCCc1ccc(S(=O)(=O)NCCc2ccncc2)cc1	1	-14	-18

A draw from above in order of heavy-atom count, rising:
SMILES	Cneo AK release	PGC1a acetyl inh	miR122 inh
CN1/C(=C\C(=O)C(F)F)C(C)(C)c2ccccc21	-1	3	-8
CCCCc1ccc(S(=O)(=O)NCCc2ccncc2)cc1	1	-14	-18
Cc1cccc2c1N1C(=O)c3c(C(=O)O)cccc3C1CC2C (stereo not drawn)	-1	6	1
CCCCC(=O)Nc1sc(C(=O)N(CC)CC)c(C)c1C(=O)OC	0	-20	-2
Cc1ccc(SC(C)C(=O)Nc2cccc(N(C)S(C)(=O)=O)c2)cc1 (stereo not drawn)	2	-12	-7
Cc1cc(C)cc(NC(=O)c2nnn(Cc3cc(C)ccc3C)c2N)c1	-2	-12	-4
COCCCN1C(=O)c2ccc(C(=O)Nc3cccc(OC)c3)cc2C1=O	-1	2	0

Following part.
SMILES	Cneo AK release	PGC1a acetyl inh	miR122 inh
Nc1nnc(CC(=O)N/N=C/c2cccc([N+](=O)[O-])c2)s1	-1	2	2
Cc1cccc(NC(=O)c2ccccc2[N+](=O)[O-])n1	-1	17	-3
C=CCc1c(O)nc(SCC(=O)c2ccccc2)[nH]c1=O	0	5	-3
CCCn1nnnc1SCC(=O)Nc1nnc(CC)s1	0	-3	-17
COC(=O)c1[nH]c2ccc(C)cc2c1NC(=O)Nc1ccc(OC)cc1	1	0	-4
Cc1cc(C)nc(N2CCC(C(=O)NCc3cccs3)CC2)n1	4	6	-2
O=C(c1ccccc1)C(Sc1ncn[nH]1)c1ccccc1 (stereo not drawn)	0	-11	1
Cc1cc(C)c2oc(-c3cccc(NC(=O)c4ccc(F)cc4)c3)nc2c1	0	8	-10
CN1C(=O)c2ccc(C(=O)NC3CCCCC3)cc2C1=O	0	18	1
COc1ccccc1-c1noc(-c2ccccc2C(=O)Nc2ccccc2)n1	1	-6	1
CCNC(=O)c1c(O)c2cccc3c2n(c1=O)CC3	5	-3	-1
N#CC(C(=O)O)=C1CCCC1	0	4	-5
COc1cc(C(=O)CSc2nncn2C)cc(OC)c1OC	9	-1	-2
Cn1c(CCNC(=O)c2ccccc2Cl)n[nH]c1=S	0	-2	2
CCN(C(=O)Cc1ccc(Br)cc1)C1CCCCC1	0	3	-2
CCOC(=O)c1sc2nccc(N(C)C)c2c1N=CN(C)C	4	18	17
CCOc1cccc(-c2c(C(=O)N/N=C/c3ccco3)nnn2-c2nonc2N)c1	0	-4	-2
CCOC(=O)CC(=O)CSc1nc(C)nc2c1oc1ccccc12	0	-4	-3
O=C(NC1CC2CCC1C2)C1CCN(S(=O)(=O)c2ccc(-c3nn[nH]n3)cc2)CC1 (stereo not drawn)	-2	-7	-3
Cc1ccc(S(=O)(=O)N/N=C/c2cccn2-c2ccc(Cl)cc2)cc1	4	-7	50
COc1cc2nc(N(CCN(C)C)C(=O)c3ccc4ccccc4c3)sc2cc1OC	3	0	-1
Cc1sc2nc(SCC(=O)NCc3ccco3)n(Cc3ccccc3)c(=O)c2c1C	2	-6	7
COc1ccc(C(=O)/C=C/Nc2c(C)n(C)n(-c3ccccc3)c2=O)cc1OC	0	-3	0
Cc1ccc(-n2c(C)cc(/C=N/Nc3ccc([N+](=O)[O-])cn3)c2C)c(C)c1	12	6	-3
CCc1nc(N2CCOCC2)c(C#N)c2c1COC(C)(C)C2	-3	-4	-3
O=C(C1CCC1)N1CCc2cc(S(=O)(=O)NCc3ccco3)ccc21	-1	7	177*
COc1ccc(NC(=O)c2ccccc2NC(=O)CSc2ccc(Cl)cc2)cc1	0	6	3
N#CC1=C(N)Oc2n[nH]c(-c3cccs3)c2C1c1cccs1 (stereo not drawn)	-10	15	1
O=C(O)c1cc(N2C(=O)C3C4C=CC(C4)C3C2=O)ccc1NCc1cccnc1 (stereo not drawn)	2	-2	-5
CN1CCC(OC(=O)COc2ccc(C(C)(C)C)cc2)CC1	-2	8	-5
Cc1ccc(SCCNC(=O)c2ccccc2C)cc1	2	18	-4
O=c1c(Cl)c(NCCCO)cnn1-c1nc2ccccc2[nH]1	-4	-68	9
COc1cc(C(=O)OCc2cc3ccccc3[nH]c2=O)cc(OC)c1OC	1	8	3
CC(Oc1ccc(Cl)cc1Cl)C(=O)Nc1ncccn1 (stereo not drawn)	-1	-9	-6
COc1ccc(-n2cnnc2SCC(=O)c2cc(C)n(Cc3cccs3)c2C)cc1	1	-3	-6
CN1/C(=C\C(=O)COC(=O)C2COc3ccccc3O2)C(C)(C)c2ccccc21 (stereo not drawn)	-1	1	1
CC(=O)Nc1c(OC(C)=O)ccc2c(C)cc(=O)oc12	0	4	2
O=C1C(=O)N(Cc2ccco2)C(c2cccc(Cl)c2)/C1=C(\O)c1ccc2c(c1)OCCO2 (stereo not drawn)	1	7	7
CCN(CC)c1ccc(-n2cc3c(=O)n(C)c(=O)n(C)c3c2)cc1	-2	-10	6
CCOc1cc(-c2c(C)c(CC)nc(N)c2C#N)ccc1O	3	8	4
COc1ccc(OC)c(NC(=O)Nc2cccc3ccccc23)c1	-4	-3	1
O=C(NC1CCCCC1)c1ccc(CS(=O)(=O)Cc2ccccc2F)o1	4	5	11
COC(=O)c1c(-c2cccc3ccccc23)csc1NC(=O)Cc1ccc(OC)c(OC)c1	3	-9	0
CC(=O)c1cn(CC(=O)Nc2ccccc2C)c2ccccc12	1	14	-1
Cc1ccc(C)c(NC(=O)c2cc3c([nH]c4ccccc43)c(C)n2)c1	2	1	1
CCOC(=O)c1c(C)n(C)c2ccc(OC(=O)c3ccco3)cc12	-2	-4	-2
CCCC(=O)n1nc(-c2ccc(Cl)cc2)nc1SC	-3	15	3
CC1C(c2ccccc2)=[N+]([O-])C2(CCCCC2)N1O (stereo not drawn)	-2	-13	1
Cc1ccc(S(=O)(=O)N(CC(=O)N2CCC(C)CC2)Cc2ccccc2F)cc1	0	-7	21
CNC(=O)c1sccc1SCc1c(Cl)cccc1Cl	-3	-3	0
COc1cc(-c2nnc(SCc3ccccc3Cl)o2)cc(OC)c1OC	-2	-10	-2
CCOC(=O)c1ccc(NC(=O)c2cccc(S(=O)(=O)N3CCOCC3)c2)cc1	2	-31	-1
Cc1ccc(CSC2=NCCN2C(=O)C2CC2)cc1	-3	5	0
CCOc1ccccc1Oc1coc2cc(O)ccc2c1=O	1	-7	-1
CCOc1cc(S(=O)(=O)N2CCC(C(N)=O)CC2)ccc1F	2	-3	22
COc1ccccc1CNc1n[nH]c(NCc2ccccc2OC)n1	3	-9	-1
O=C(CCc1ccccc1)Nc1ccc(N2CCOCC2)cc1	-1	4	2
O=C(Nc1nnc(-c2ccc(Br)cc2)o1)c1ccco1	-20	7	1
Cc1ccccc1CS(=O)(=O)CCC(=O)N1CCN(c2ccc(N3CCOCC3)nn2)CC1	0	0	-5
C=CCS(=O)(=O)c1nc2ccccc2s1	3	-56	6

(continued)
SMILES	Cneo AK release	PGC1a acetyl inh	miR122 inh
CCOC(=O)CCCCC(=O)c1[nH]c(=O)[nH]c1Cn1ccnc1	0	-10	-5
CCOC(=O)CN1C(=O)N[C@@H](c2ccccc2)C(C(C)=O)=C1C	8	24	-1
NC(=O)CSc1nnc(COc2ccccc2)n1C1CCCCC1	0	2	2
COCCn1nnnc1C(CC(C)C)N1CCN(c2cccc(OC)c2)CC1 (stereo not drawn)	6	-17	-3
C=CCc1cc(OC)ccc1OCCON1C(=O)CCC1=O	-5	14	-4
O=S(=O)(Cc1ccccc1Cl)N1CCCCC1	-2	-10	-3
Cc1cccc(C)c1OCCSc1n[nH]c(N)n1	0	7	-6
COc1ccc(Oc2c(C)oc3cc(OC(=O)N4CCOCC4)ccc3c2=O)cc1	6	-1	-1
Cc1nc2ccccc2n2c(O)c(CC(=O)O)cc12	-2	?	-7
COc1ccc(-c2noc(CSc3nc(N)c(-c4ccccc4)c(=O)[nH]3)n2)cc1OC	-3	-1	-6
O=C(c1ccco1)N1CCN(C(=O)N2CCOCC2)CC1	1	15	3
CC(=O)/C(C(=N)N1CCN(Cc2ccccc2)CC1)=C(\C)O	1	0	-3
Cc1ccccc1NCN1C(=O)C2C3C=CC(C3)C2C1=O (stereo not drawn)	-1	4	-34
Cc1cc(NC(=O)CCS(=O)(=O)c2ccc3c(c2)NC(=O)C(C)S3)ccc1Br (stereo not drawn)	-1	-13	-6
O=C1c2ccccc2C(=O)N1CCCCn1c(=O)oc2ccccc21	1	-10	-7
COc1ccccc1Nc1nn2c(=O)c3ccc(C(=O)NCc4cccnc4)cc3nc2s1	0	-12	-3
CCOC(=O)N1CCC(NC(=O)CSCc2cnn(-c3ccccc3)c2-n2cccc2)CC1	6	-8	-2

From PubChem
